Compound activity deposited in PubChem by Southern Research Specialized Biocontainment Screening Center.
PhoP GFP inhibition – PhoP regulon inhibitors, Salmonella typhi PhoP promoter GFP reporter, confirmatory (AID 1850). actives 0.33% (n = 310,000). one-dose inhibition, % at 50 µM; IC50 in µM for titrated hits. Salmonella Typhi PhoP-promoter GFP reporter, fluorescence, 4 h; higher % means a stronger effect; in the data active = a potency from the dose series; inconclusive = inhibition mostly from about 25% at the one dose, without a potency; inactive = the rest, 99 in 100 with inhibition below about 19%;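 note: 0% = induced wells with vehicle and 100% = uninduced wells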
inhibitors of VEEV – inhibitors of VEEV TC-83 cytopathic effect, confirmation, Vero cells (AID 588727). Vero cells, VEEV TC-83 cytopathic effect inhibition; higher % means a stronger effect. one-dose inhibition, % at 20 µM; IC50 in µM for titrated hits. actives 0.13% (n = 350,000); in the data active = a potency from the dose series; inconclusive = inhibition mostly from about 14% at the one dose, without a potency; inactive = the rest, 99 in 100 with inhibition below about 12%; note: strong numbers were not always called active
influenza NS1A – H1N1 influenza NS1A inhibitors, functional cell based assay (AID 504329); NS1A functional cell-based assay, percent inhibition; higher % means a stronger effect; one-dose inhibition, % at 12.5 µM; IC50 in µM for titrated hits; actives 0.3% (n = 340,000); in the data active = a potency from the dose series; inconclusive = inhibition above about 27% without an active follow-up result; note: strong numbers were not always called active
H37Rv inhibition – M. tuberculosis growth inhibition, HTS (AID 449762); inhibition, % at 25 µM, or IC50 in µM where a hit was titrated; actives 0.59% (n = 330,000); M. tuberculosis H37Rv growth inhibition, 7H9 media; higher % means a stronger effect; in the data active = a potency from the dose series; inconclusive = inhibition above about 70% without an active follow-up result;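 note: bacterial growth assessed after seven days of incubation; strong numbers were not always called active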
M. tuberculosis – growth inhibition of non-replicating M. tuberculosis (AID 488890) | Mycobacterium tuberculosis non-replicating, growth inhibition; higher % means a stronger effect | one-dose inhibition, % at 25 µM; IC50 in µM for titrated hits | actives 0.39% (n = 320,000); in the data active = a potency from the dose series; inconclusive = inhibition mostly from about 82% at the one dose, without a potency; inactive = the rest, 99 in 100 with inhibition below about 76%;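 note: plate controls were DMSO cells for no effect and high antibiotic wells for full effect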
inhibitors of VEEV 10K pilot screen – further read-out of inhibitors of VEEV, marked with its call; inhibition, %; measured here: 10K pilot screen inhibition
* = called active by the depositor; i = inactive; ? = inconclusive; . = no result given.

SMILES	PhoP GFP inhibition	inhibitors of VEEV	influenza NS1A	H37Rv inhibition	M. tuberculosis	others
ClCCN(CCCl)c1ccc(C2=NCCc3ccccc32)cc1	.	0.9%	-5%	.	.
Cc1ccccc1S(=O)(=O)N(CC(O)CN1C(=O)NC(C)(C)C1=O)c1ccccc1 (configuration not stated)	1%	0.1%	-7%	0%	30%
Fc1ccccc1N1CC(c2ccccc2)C(c2cccs2)=N1 (configuration not stated)	-12%	i	-38%	9%	21%
N=C1/C(=C\c2ccc(-c3cccc(C(=O)O)c3)o2)C(=O)N=C2SC=C(c3ccccc3)N12	-1%	12%	-14%	-1%	20%
O=C1NC(=O)C(C(CC(=O)c2ccccc2)c2ccccc2)C(=O)N1 (configuration not stated)	-6%	i	2%	0%	69%
Cc1ccc(S(=O)(=O)N2CCCOC2CNC(=O)C(=O)NCc2ccccc2C)cc1 (configuration not stated)	6%	4.3%	16%	15%	17%
CC(=O)Oc1ccc(C(=O)c2ccccc2)c(OC(C)=O)c1	7%	0.1%	3%	3%	-13%
CCCCN1CC(=O)N2[C@H]3c4cc(Cl)ccc4OC[C@@H]3[C@H](C(=O)OCC)[C@]2(C)C1=O	.	5.2%	11%	-12%	5%
CCn1cnc2c1c(=O)n(CC(=O)N1CCc3ccccc31)c(=O)n2Cc1ccccc1	0%	4.0%	2%	-12%	21%
O=C(Nc1cccc(NC(=O)c2ccc(Br)o2)c1)c1ccccc1	.	6.3%	5%	.	.
CC[C@]1(c2cccc(C)c2)C(=O)N(C(=O)OC)N1C(=O)OC	-11%	i	2%	0%	-16%
O=C(O)c1cccc(-c2noc(-c3cccc(Cl)c3)n2)c1	.	8.4%	-21%	5%	29%
Cc1cccc(OCCCCNCc2ccccc2)c1	-6%	0.8%	-3%	1%	27%
NC1=C([N+](=O)[O-])C(c2ccc3c(c2)OCO3)c2c(c3ccccc3oc2=O)O1 (configuration not stated)	-4%	.	.	3%	9%
NS(=O)(=O)c1ccc(CCNC(=O)c2ccc3ccccc3n2)cc1	-13%	2.7%	9%	8%	11%
CCOc1cc(/C=C(/C#N)c2nc3ccccc3[nH]2)ccc1OCc1ccc(C(=O)O)o1	-11%	0.9%	4%	-5%	9%
O=C(Oc1ccc(=O)n(-c2ccccc2)n1)c1cccc(Cl)c1	20%	1.3%	-13%	1%	-8%
C=CCN(c1ccccc1OC)S(=O)(=O)c1ccc(Cl)c(C(=O)Nc2ccc(N3CCOCC3)cc2)c1	-6%	1.6%	-7%	5%	64%
Cc1cc(NC(=O)CSc2nnc(NCc3ccccc3)s2)no1	-5%	1.5%	-25%	-3%	1%
Cc1cccc2cc(CN(CC3CCCO3)S(=O)(=O)c3ccccc3)c(=O)[nH]c12 (configuration not stated)	-3%	?	5%	2%	5%

Among those listed so far, 3 contain a furan ring, fused or not.
SMILES	PhoP GFP inhibition	inhibitors of VEEV	influenza NS1A	H37Rv inhibition	M. tuberculosis	others
N=C1/C(=C\c2ccc(-c3cccc(C(=O)O)c3)o2)C(=O)N=C2SC=C(c3ccccc3)N12	-1%	12%	-14%	-1%	20%
O=C(Nc1cccc(NC(=O)c2ccc(Br)o2)c1)c1ccccc1	.	6.3%	5%	.	.
CCOc1cc(/C=C(/C#N)c2nc3ccccc3[nH]2)ccc1OCc1ccc(C(=O)O)o1	-11%	0.9%	4%	-5%	9%

Following part
SMILES	PhoP GFP inhibition	inhibitors of VEEV	influenza NS1A	H37Rv inhibition	M. tuberculosis	others
O=C(NCc1ccc(F)cc1)C1CCCN1C(=O)Nc1ccc(Cl)cc1 (configuration not stated)	-4%	1.2%	-10%	1%	-3%
COc1cc(NS(C)(=O)=O)cc(OC)c1OC	-15%	i	1%	2%	-12%
C/C(=N\NC(=O)CCc1c(C)n[nH]c1C)c1ccc([N+](=O)[O-])cc1	5%	0.4%	-7%	-1%	6%
Cc1oc2c(c1C(=O)NCCO)CCCC2	5%	i	-5%	2%	-16%
Clc1ccc(-c2cc(C3CCNCC3)[nH]n2)c(Cl)c1	55µM*	25µM*	.	6%	43%
O=c1[nH]c(/C=C\c2cccc(F)c2)nc(O)c1[N+](=O)[O-]	0%	0.1%	-26%	-4%	32%
COc1cc(OC)cc(C(=O)NC(=S)N2CCCCC2c2cccnc2)c1 (configuration not stated)	-7%	3.0%	-13%	-4%	30%
CC(=O)Nc1ccc(NC(=O)Cn2cnc3c(cnn3C(C)(C)C)c2=O)cc1	-9%	.	.	-2%	3%
COc1ccc(N(C)S(=O)(=O)c2cccc(C(=O)Nc3cc(OC)ccc3OC)c2)cc1	11%	6.7%	13%	-3%	27%
COc1ccc(S(=O)(=O)NCc2ccc3c(c2)OCO3)cc1OC	2%	2.7%	-1%	-9%	10%
COC(=O)c1cc(=O)n2c(-c3ccc(OC)cc3)csc2n1	3%	2.8%	2%	-4%	-1%
Cc1cc(Cl)cc2sc(NC(=O)C3CC3)nc12	-6%	1.1%	20%	7%	20%
COc1cc(/C=N/NC(=O)CCOc2ccccc2C)cc(Br)c1O	-2%	1.2%	-4%	14%	22%
Cc1ccccc1C(=O)N1CCC(C(=O)OCc2nc(N)nc(Nc3ccccc3)n2)CC1	.	i	-10%	1%	11%
O=C(NCCCN1CCOCC1)c1c(O)c2ccccc2[nH]c1=O	0%	7.6%	9%	-5%	0%
N#Cc1cc(Oc2cccnc2)c(Oc2cccnc2)cc1C#N	-6%	0.8%	6%	-7%	.
CN(C)/C=C(\C#N)S(=O)(=O)c1ccc(Cl)cc1	-3%	i	.	-4%	8%
Cc1ccc(C)c(OCC(=O)N/N=C\c2cccn2C)c1	3%	i	0%	0%	10%
COc1ccc(-c2cccc(C(=O)Nc3cccc(C(=O)O)c3)c2)cc1	-2%	3.0%	-6%	-6%	11%
Cc1cc(C)n(-c2nc(-c3ccccc3)cs2)n1	8%	0.4%	-9%	-2%	-1%
COc1ccc(OC)c(NC(=O)c2nnn(CC(=O)Nc3ccc4c(c3)OCO4)c2N)c1	-17%	8.7%	15%	2%	-7%
CCCCc1c(O)nc(N2CCN(Cc3ccccc3)CC2)[nH]c1=O	-9%	i	1%	?	13%	inhibitors of VEEV 10K pilot screen=1.2
Cc1ccc(N2C(=O)NC(=O)/C(=C\c3ccoc3)C2=O)cc1	1%	0.6%	-6%	-7%	-10%
O=C(Nc1nc2ccccc2n1CCN1CCCC1)C1CCCCC1	7%	i	1%	3%	i
COc1cc2nc(CN(C)Cc3ccc(C(C)(C)C)cc3)[nH]c(=O)c2cc1OC	11%	2.8%	-1%	-2%	34%
O=C(CNS(=O)(=O)c1ccccc1)Nc1cccc([N+](=O)[O-])c1	8%	6.0%	-5%	-1%	-1%
O=C(O)COc1ccc2c(c1)CCCC2	-11%	0.9%	-9%	12%	21%
O=C(Nc1nnc(-c2ccc(Br)cc2)o1)c1ccco1	-4%	4.6%	-8%	?	i
CCOC(=O)c1c(C)[nH]c(=S)c(C#N)c1-c1ccc(Cl)cc1	-11%	0.7%	-2%	11%	-21%
Cc1ccc(NC(=O)N(Cc2ccco2)C(C)c2ccco2)cc1C (configuration not stated)	0%	1.5%	6%	3%	10%
C=C1CCC[C@]2(C)C[C@H]3OC(=O)C(CNCC(OC)OC)[C@H]3CC12 (some centres not stated)	13%	i	-4%	-4%	21%
O=C(NC1CCCC1)c1cc(-c2ccccc2)on1	-4%	3.1%	-11%	1%	56%
CS(=O)(=O)N(CC(=O)N1CCN(Cc2ccc3c(c2)OCO3)CC1)c1ccc2c(c1)OCO2	-4%	i	0%	1%	1%
Cc1noc(C)c1NC(=O)Nc1ccc2c(c1)C(=O)N([C@H](C)CO)C[C@H](C)[C@@H](CN(C)C(=O)NC(C)C)O2	.	0.4%	7%	-3%	6%
CCC1(C)Cc2sc3c(=O)[nH]c(=S)[nH]c3c2CO1 (configuration not stated)	-14%	3.5%	1%	4%	-17%
COc1ccc(-c2cc(CNS(=O)(=O)c3ccc(NC(C)=O)cc3)on2)cc1	-3%	43%	-6%	-7%	-11%
Fc1ccc(-c2noc(-c3ccc4c(c3)CCO4)n2)cc1	5%	0.1%	.	7%	17%
COc1ccc(Nc2nnc(SC(C)C(=O)NC3CC3)s2)cc1 (configuration not stated)	.	2.1%	-15%	-1%	10%
CC1(C2CC2)NC(=O)N(CC(=O)N2CCN(c3ccc(F)cc3)CC2)C1=O (configuration not stated)	.	0.1%	0%	.	.
O=C1N[C@@H](Cc2ccccc2)C(=O)N2[C@@H]3N(S(=O)(=O)c4ccccc4)c4ccccc4[C@]3(Br)C[C@@H]12	22%	0.4%	-1%	22%	55%
O=C(CCc1ccc(CCC(=O)c2cccs2)s1)c1cccs1	-29%	3.9%	-17%	14%	34%
O=S(=O)(c1ccccc1)N(CC(O)COc1ccccc1)c1ccccc1 (configuration not stated)	-12%	0.4%	-5%	4%	7%
C[C@@H](NC(=O)c1nc[nH]c1C(=O)N[C@@H](Cc1ccccc1)C(=O)OC(C)(C)C)c1ccccc1	2%	4.9%	-2%	6%	61%
CCc1ccccc1NC(=O)c1ccc(-c2csc(C)n2)cc1	-3%	2.0%	16%	4%	6%
CC1Oc2ccccc2C=C1/C=N/NC(=O)c1ccncc1 (configuration not stated)	3%	2.8%	-22%	?	54%
COc1cc2c(cc1OC)C1Cc3ccc(OC)c(OC)c3C[N+]1([O-])CC2 (configuration not stated)	5%	i	-2%	2%	-7%
CCN1CCCC1CNS(=O)(=O)c1cccc(C(F)(F)F)c1 (configuration not stated)	-16%	1.4%	0%	2%	10%
COCc1cc(C)nc(SCC(=O)Nc2ccc3c(c2)n(C)c(=O)n3C)c1C#N	3%	0.3%	30%	4%	-8%
O=C(CC(c1ccccc1)c1ccccc1O)N1CCCC1 (configuration not stated)	-12%	2.5%	-15%	-2%	8%
COc1ccc(NC(=O)c2cc(-c3cc(C)cc(C)c3O)n[nH]2)cc1Cl	0%	i	-2%	?	-13%

3 neighbouring compounds from above, quoted:
SMILES	PhoP GFP inhibition	inhibitors of VEEV	influenza NS1A	H37Rv inhibition	M. tuberculosis	others
COCc1cc(C)nc(SCC(=O)Nc2ccc3c(c2)n(C)c(=O)n3C)c1C#N	3%	0.3%	30%	4%	-8%
O=C(CC(c1ccccc1)c1ccccc1O)N1CCCC1 (configuration not stated)	-12%	2.5%	-15%	-2%	8%
COc1ccc(NC(=O)c2cc(-c3cc(C)cc(C)c3O)n[nH]2)cc1Cl	0%	i	-2%	?	-13%

Later entries:
SMILES	PhoP GFP inhibition	inhibitors of VEEV	influenza NS1A	H37Rv inhibition	M. tuberculosis	others
COc1ccc(Nc2sc(C(=O)Nc3cccc(Cl)c3)c(N)c2C(=O)Nc2ccccc2OC)cc1	-10%	.	.	1%	-6%
C[C@]12CCC(=O)CC1=CCC1C3CC=C(C#N)[C@@]3(C)CC[C@@]12O (some centres not stated)	6%	i	-1%	-3%	-4%
Cc1c(CC(=O)O)c(=O)oc2cc(OCc3ccc(Cl)cc3)ccc12	1%	i	-1%	0%	11%
CCOC(=O)c1nc2cc3n(c(C)c-2c1C)C(C)C(CC)=C3C (configuration not stated)	18%	1.4%	18%	-5%	35%
O=C(COc1ccccc1Cl)Nc1ccc2c(c1)C(=O)NC2=O	6%	1.4%	10%	-4%	-5%
COc1ccc(CNC(=O)COc2ccc(S(=O)(=O)N3CCCCC3)cc2Cl)cc1	-2%	3.6%	1%	0%	9%
COc1ccc2c(c1OC)C(=O)N(c1ccccn1)C2	0%	7.5%	-20%	-5%	3%
Cc1nn(CC(=O)Nc2ccc3c(c2)nc2n3CCN(C3CCCCC3)C2)c(=O)c2ccccc12	-13%	1.2%	-5%	5%	12%
CCN(CC)c1ccc(C(=O)N2CCN(Cc3ccccc3)CC2)cc1	-9%	0.5%	5%	8%	19%
COc1ccc([C@H]2CC(=O)C=C(c3cccc(CO)c3)C2)cc1	.	0.5%	9%	-4%	6%
N#Cc1ccccc1Oc1ccc(S(=O)(=O)N2CCCCC2)cn1	3%	1.0%	7%	-2%	0%
O=C(CCc1ccccc1)NNC(=O)c1ccc(Br)cc1	5%	1.1%	0%	8%	-11%
CN(C(=O)CSc1nc(-c2ccccc2)cn1N)C(c1ccccc1)c1ccccc1	-9%	i	1%	-3%	18%
Nc1ccc(S(=O)(=O)NCC(=O)OC2CCOC2=O)cc1[N+](=O)[O-] (configuration not stated)	.	0.5%	-13%	3%	-7%
C=CCNc1nc(C2(C)CC3(CC(C)OC3=O)C(=O)O2)cs1 (configuration not stated)	-1%	0.2%	15%	1%	44%
C[C@H](NC(=O)c1nc[nH]c1C(=O)NCC(=O)OC(C)(C)C)c1ccccc1	6%	1.9%	-23%	3%	46%
